# GLD-1 TGE inh: GLD-1-TGE RNA interaction inhibition (C. elegans). Q17339. inhibition, % at 5.96 µM. purified GLD-1 + fluorescein TGE RNA, fluorescence polarization. AID 2280. 0.44% of 320,000 active;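 active = percent inhibition above a per-plate cutoff, the plate mean of test compounds plus 3 SD, cut at about 30% in these data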;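 note: 0% = DMSO wells with GLD-1 and probe and 100% = wells lacking GLD-1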
# Target sequence (Q17339 whole entry, looked up): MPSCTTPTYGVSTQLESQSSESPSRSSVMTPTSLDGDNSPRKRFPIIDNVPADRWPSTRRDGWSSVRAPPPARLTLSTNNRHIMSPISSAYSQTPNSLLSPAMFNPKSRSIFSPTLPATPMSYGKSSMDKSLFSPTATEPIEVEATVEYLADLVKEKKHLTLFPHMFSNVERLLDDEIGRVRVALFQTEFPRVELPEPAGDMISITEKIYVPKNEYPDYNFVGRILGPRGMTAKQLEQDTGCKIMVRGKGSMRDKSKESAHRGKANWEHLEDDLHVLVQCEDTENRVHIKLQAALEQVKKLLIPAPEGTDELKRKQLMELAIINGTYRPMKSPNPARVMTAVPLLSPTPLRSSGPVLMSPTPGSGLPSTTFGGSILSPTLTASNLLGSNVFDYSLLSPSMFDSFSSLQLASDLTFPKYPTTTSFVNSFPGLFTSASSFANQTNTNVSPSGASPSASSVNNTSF
# CIT2-GFP yeast: modulators of TOR pathway CIT2-GFP in S. cerevisiae; S. cerevisiae CIT2-GFP strain, flow cytometry, 3 h; 100 means same as DMSO wells; GFP response vs DMSO, % at 10 µM; 0.065% of 320,000 active; AID 2029;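 active = GFP response relative to DMSO above a set limit, near the screen mean plus 3 SD, cut at about 150% in these data; inconclusive = Fewer than 70 cells measured for a yeast strain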;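 note: ratio of well median GFP fluorescence to mean of DMSO wells on the plate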
# Bcl-xL primary: blocks human Bcl-xL binding to Bim BH3 peptide | 0.7% of 320,000 active | inhibition, % at 10.9 µM | Q07817 | GST-Bcl-xL / FITC-Bim BH3 peptide fluorescence polarization | AID 2129;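 active = inhibition above the mean of all tested compounds plus 3 SD, cutoff set per campaign, cut at about 30% in these data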;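 note: 0% = DMSO wells and 100% = unlabeled Bim-BH3 peptide competitor; inhibitors lower millipolarization by displacing the labeled peptide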
# Target sequence (Q07817 whole entry, looked up): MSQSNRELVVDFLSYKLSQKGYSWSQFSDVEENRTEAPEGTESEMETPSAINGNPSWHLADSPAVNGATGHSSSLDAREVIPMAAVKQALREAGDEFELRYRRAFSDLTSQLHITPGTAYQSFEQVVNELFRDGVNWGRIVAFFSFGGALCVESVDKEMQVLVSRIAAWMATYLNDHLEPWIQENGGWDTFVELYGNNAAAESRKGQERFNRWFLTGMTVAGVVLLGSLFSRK
# Fam108B counter: counter-screen for RBBP9 inhibitors: inhibitors of mouse Fam108B | inhibition, % at 9.51 µM | 0.33% of 300,000 active | recombinant Fam108B, FP-Rh probe fluorescence polarization | AID 1947;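 active = inhibition above the screen mean inhibition plus 3 SD, computed separately per campaign, cut at about 18% in these data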;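 note: inhibitors lower polarization as less probe binds the enzyme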
# GRK2 inh: human GRK2 inhibition via aptamer displacement; P25098; bead flow cytometry, FAM-aptamer displacement from GRK2; inhibition of aptamer binding, % at 10 µM; 0.59% of 330,000 active;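 active = inhibition of aptamer binding above 40%, roughly 3 SD of noise, on plates passing a quality check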;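 note: median bead fluorescence of bound FAM aptamer so fluorescent compounds give negative values; no value below 0 was filed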
# AGP1 TOR yeast: modulators of TOR pathway AGP1-GFP in S. cerevisiae | S. cerevisiae AGP1-GFP multiplex flow cytometry, 3 h; GFP as percent of DMSO wells | 0.02% of 320,000 active | AID 2066 | GFP response vs DMSO, % at 10 µM;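 active = GFP response relative to DMSO above a set limit, near screen average plus 3 SD, cut at about 150% in these data; inconclusive = fewer than 70 cells counted for the yeast strain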;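 note: median GFP channel fluorescence of the gated AGP1 strain per well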
# MEX-5 binding: C. elegans MEX-5 TCR-2 RNA binding activity; MEX-5/FITC-TCR2 RNA binding, fluorescence polarization; stronger effect = lower value; activity score (negative = inhibition of binding), % at 10 µM; 0.38% of 300,000 active;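 active = inhibition past about -25% in most replicates, and total fluorescence under double the plate's negative control median, limit read from the data; inconclusive = replicates evenly split on the limit, or fluorescence at least double controls; inactive = too little inhibition in most replicates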;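 note: 0% = DMSO and -100% = 5 µM competing unlabeled TCR2 RNA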
# MCL1 BIM primary: inhibitors of human MCL1 binding to BIM-BH3 peptide; AID 2057; 0.68% of 320,000 active; inhibition, % at 10.9 µM; Q07820; GST-MCL1 / FITC-Bim-BH3 fluorescence polarization;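 active = inhibition above the mean inhibition of all tested compounds plus 3 SD, set per campaign, cut at about 40% in these data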;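 note: 0% = DMSO wells and 100% = unlabeled Bim-BH3 peptide control; higher means more loss of mP so more displacement of Bim peptide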
# Target sequence (Q07820 whole entry, looked up): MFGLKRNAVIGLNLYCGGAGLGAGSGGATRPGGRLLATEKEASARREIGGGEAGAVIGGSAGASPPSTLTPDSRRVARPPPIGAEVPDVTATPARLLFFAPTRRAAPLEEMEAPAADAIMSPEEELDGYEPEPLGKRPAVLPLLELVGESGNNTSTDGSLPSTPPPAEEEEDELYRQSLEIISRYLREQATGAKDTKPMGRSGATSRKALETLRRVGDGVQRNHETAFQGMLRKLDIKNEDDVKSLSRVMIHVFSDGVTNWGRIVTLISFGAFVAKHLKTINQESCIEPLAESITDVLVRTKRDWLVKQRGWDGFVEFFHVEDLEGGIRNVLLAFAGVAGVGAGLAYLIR
# VLA-4 inh: inhibition in a human VLA-4 binding assay | VLA-4 expressing cells, ligand binding flow cytometry | P13612 | 0.2% of 330,000 active | AID 2557 | inhibition, % (about 7 µM as worked out from the volumes in the protocol); in the data active = inhibition above about 50%
# Starred values were filed as active, the others as inactive; ? = inconclusive; nt = no result given.
canonical_smiles	GLD-1 TGE inh	CIT2-GFP yeast	Bcl-xL primary	Fam108B counter	GRK2 inh	AGP1 TOR yeast	MEX-5 binding	MCL1 BIM primary	VLA-4 inh
COc1ccc(NS(=O)(=O)c2cc(NC(=O)Cc3cccs3)ccc2C)cc1	3.3	113.1	-1.9	-3.1	0.0	96.5	-0.4	-1.2	9.6
Cc1ccc(C)c(OCCC(=O)NNC(=O)Cn2nc(C)cc2C)c1	-2.2	109.2	5.5	1.4	14.0	105.6	0.0	5.1	-0.3
O=C(CNC(=O)c1ccco1)Nc1ccc(F)cc1	-1.9	96.1	-7.5	-4.8	0.0	98.0	-1.1	-10.1	11.8
Cc1ccc(/C=N/N2CCN(c3ccccn3)CC2)o1	8.8	93.9	3.9	-0.1	0.0	104.3	0.8	2.4	6.7
COCCNC(=O)C(c1ccc(OC)cc1)N(C(=O)Cn1nnc2ccccc21)c1cccnc1 (centres undefined)	-0.8	100.7	11.2	8.8	0.0	99.9	0.1	7.1	3.4
COc1ccccc1N1C(=O)CC(N2CCN(c3ccc([N+](=O)[O-])cc3)CC2)C1=O (centres undefined)	14.7	90.8	2.8	0.8	3.0	84.0	-2.2	-2.2	8.0
N#Cc1nc(COc2ccccc2F)oc1NCCc1ccccc1	0.8	98.8	2.1	-3.0	4.0	102.7	-0.3	6.3	5.3
Cc1nc(CN2CCN(C(=O)NC3(c4ccccc4)CC3)CC2)cs1	2.5	105.7	4.8	1.6	0.0	94.5	-1.0	6.6	-4.6
CC(=O)c1cccc(NC(=O)c2cnn3ccccc23)c1	3.7	97.2	8.0	0.3	4.0	97.2	2.3	4.4	22.1
COc1ccc(CCNC(=S)Nc2ccc(C)cc2C)cc1	0.1	94.2	2.8	-2.2	0.0	92.0	1.8	16.9	-8.8
CN(C)/C=C1\C(=O)N(c2ccc([N+](=O)[O-])cc2)N=C1c1ccccc1	2.2	93.5	-2.5	11.9	0.0	90.5	-2.0	-1.4	6.8
C#CCOCCOCCOCCNc1nc(N2CCN(C(=O)C(CCC(=O)O)n3cc(C(N)CC(C)C)nn3)CC2)nc(N2CCN(C(=O)C(Cc3cc4ccccc4[nH]3)n3cc(C(N)Cc4ccc(O)cc4)nn3)CC2)n1 (centres undefined)	-0.1	108.1	-2.1	-1.4	0.0	93.4	-0.8	1.2	2.9
Cc1cc2c(cc(C(=O)OCC(=O)NCc3cccs3)n2C(C)C)o1	7.3	96.9	3.8	-0.8	0.0	111.4	0.0	-2.0	33.6
Nc1nonc1-n1nnc(C(=O)N/N=C/c2ccccc2Cl)c1COc1ccc(F)cc1	5.7	94.7	3.4	-27.4	1.0	104.8	-0.7	5.9	8.4
CC(C)N=C(NS(=O)(=O)NC(=O)c1ccccc1)c1ccccc1	1.0	109.1	2.0	0.1	0.0	109.8	-3.5	-6.3	-7.3
CCNCC(=O)Nc1ccc(N2CCOCC2)cc1	9.2	106.5	5.7	7.1	1.0	124.7	1.6	-3.7	-5.9
O=C(OCC(=O)N1CCOCC1)c1c(Cl)ccc(Cl)c1Cl	1.8	106.6	0.0	-4.0	2.0	110.3	-0.6	4.5	35.4
Cc1ccc(NC(=O)CN(C)C(=O)CNC(=O)c2cccs2)cc1	6.4	102.3	7.9	-1.9	2.0	104.8	0.4	8.8	9.5
Cc1ccc(S(=O)(=O)N2CCN(C(=O)c3c(-c4ccccc4)noc3C)CC2)c(C)c1	3.4	96.7	-3.8	0.2	0.0	99.0	0.3	-3.8	12.7
COc1ccc(-c2cc(=O)oc3c(C)c(OCC(=O)NCC4CCC(C(=O)O)CC4)ccc23)cc1 (centres undefined)	-1.7	97.1	5.2	0.8	2.0	101.1	-0.5	1.2	0.7
Cc1ccc(OCCn2nc3ccccc3n2)c(C)c1	-2.2	86.0	0.9	0.2	0.0	97.7	0.3	-5.0	6.2
O=C(NCCCNC(=O)c1ccccc1Cl)c1cnccn1	4.5	102.6	1.0	0.9	0.0	102.5	2.4	1.4	15.0
CC1CC(C)CN(CCC(=O)Nc2ccc3c(c2)CCC3)C1 (centres undefined)	3.4	97.7	3.1	-0.1	2.0	100.8	0.0	4.5	8.3
CCCC(=O)Nc1nnc(/C=C/c2ccc(OC)cc2)s1	5.6	94.9	6.6	-7.4	3.0	96.8	-2.0	13.8	25.7
CCC1CCCCN1CCCNC(=O)c1ccc2c(=O)n(CCOC)c(=O)[nH]c2c1 (centres undefined)	-1.9	103.5	3.5	2.7	1.0	92.7	-0.1	-0.7	20.7

# Other records
canonical_smiles	GLD-1 TGE inh	CIT2-GFP yeast	Bcl-xL primary	Fam108B counter	GRK2 inh	AGP1 TOR yeast	MEX-5 binding	MCL1 BIM primary	VLA-4 inh
COc1ccc(CCN(C)C(=O)c2c(C)nn(-c3ccccc3)c2C)cc1OC	1.3	100.0	3.3	-1.2	0.0	102.7	-0.3	2.9	18.1
CCCCCCCCC(=O)N/N=C/c1cccc(Br)c1	4.7	104.9	2.1	1.4	3.0	107.9	-0.4	7.1	8.8
O=C(Cn1c2[n+](c3ccc(C(F)(F)F)cc31)CCCCC2)c1cccc([N+](=O)[O-])c1	12.2	100.4	3.0	1.0	0.0	97.6	-1.3	0.5	-2.1
Cc1cc(C(=O)CN2C(=O)NC3(CCCCC3)C2=O)c(C)n1Cc1ccco1	8.2	76.5	-4.2	-2.4	0.0	100.2	0.8	-4.2	13.2
CCCCNC(=O)Cn1cnc2ccc(S(=O)(=O)N3CCC(C)CC3)cc2c1=O	0.7	90.0	3.7	0.7	2.0	103.2	2.0	-7.3	-2.8
COc1ccc(C(=O)NN(C)c2nc(C(F)(F)F)nc3ccccc23)cc1	-3.4	85.6	4.9	2.9	0.0	89.6	0.5	1.7	31.6
CCOC(=O)COc1ncn(-c2ccccc2)n1	1.5	96.9	2.9	1.0	1.0	104.3	1.2	6.3	-4.7
CC1CCN(S(=O)(=O)c2cn(CC(=O)Nc3cccc(C#N)c3)cn2)CC1	1.0	104.3	2.2	1.5	0.0	103.1	2.1	1.4	25.0
COc1ccc(OC)c(C(C)NC(=O)Nc2cccc(C(C)=O)c2)c1 (centres undefined)	-7.5	89.4	-16.9	-4.0	11.0	90.0	-4.6	-12.3	6.6
COc1cc(Cl)c(C)cc1NC(=O)COC(=O)c1cc[n+]([O-])cc1	-3.3	95.3	-1.6	-1.1	0.0	102.3	2.0	1.6	11.9
Cc1[nH]c2ccccc2c1/C=N/NC(=O)CNC(=O)Cc1ccccc1	-1.2	93.5	-2.1	1.7	3.0	100.9	-1.1	-1.6	4.6
Cc1cc(=O)oc2cc(OCC(=O)N3CCN(C(=O)C4COc5ccccc5O4)CC3)c(Cl)cc12 (centres undefined)	10.8	112.0	3.4	2.8	0.0	126.6	1.3	3.1	9.0
CCC(C(=O)Nc1cc(C)cc(C)n1)c1ccccc1 (centres undefined)	2.7	97.2	3.1	-0.3	0.0	107.4	1.8	-2.4	7.0
O=S(=O)(NCC(c1ccc2c(c1)OCO2)N1CCOCC1)c1ccc(F)cc1 (centres undefined)	-3.8	110.5	1.7	7.4	5.0	114.1	-1.0	7.1	0.0
COc1cc(OC)cc(C(=O)Nc2ccccc2-c2nnn(CC(N)=O)n2)c1	7.7	99.3	2.6	-6.8	1.0	102.4	3.2	6.5	-2.1
COc1ccccc1CCNC(=O)COc1cccc2c1OC(C)(C)C2	7.3	85.2	0.3	-0.2	3.0	91.3	2.0	2.9	6.5
CCOC(=O)c1c(C)nsc1NC(=O)C1CCCCC1	-8.1	91.8	-0.4	0.9	0.0	94.0	0.2	-2.9	-7.3
COC(=O)Cc1ccc(NC(=O)c2ccc(C)c(C)c2)cc1	4.1	91.1	1.6	-3.1	2.0	94.8	-1.2	2.7	60.1*
Cc1cc(C)nc(NS(=O)(=O)c2ccc(NC(=O)Nc3ccccc3F)cc2)n1	3.2	102.6	0.7	-3.8	0.0	104.3	-1.5	1.2	9.2
CCN(C(=O)CN1C(=O)COc2ccc(S(=O)(=O)N3CCOCC3)cc21)c1ccc(OC)cc1	-8.4	100.9	6.2	0.2	2.0	106.0	1.5	-3.4	16.2
Cc1ccc(OCC(=O)Nc2ccc(S(=O)(=O)Nc3cc(C)nc(C)n3)cc2)cc1	-2.4	103.2	7.5	-1.1	0.0	38.0	0.3	1.7	3.5
CCN(CC)CCC(=O)Nc1cccc2c1C(=O)c1ccccc1C2=O	12.9	115.4	36.3*	2.8	1.0	121.9	-1.5	29.2	-6.9
CC1CCC(NC(=O)c2ccc(CNc3c(NC4CCCCC4)c(=O)c3=O)cc2)CC1 (centres undefined)	3.1	104.5	-2.3	-3.5	0.0	105.4	0.6	-5.2	-6.0
CCN1C(=O)[C@H]2[C@@H](c3ccc(-c4ccc(C(C)=O)cc4)c(OC)c3)N3CCCC[C@@]3(C(=O)OC)[C@H]2C1=O	3.0	114.3	nt	nt	5.0	117.5	nt	nt	14.2
O=C(NCc1cccc(Cl)c1)C1CCN(c2nnc(N3CCCC3=O)s2)CC1	2.1	96.0	-3.0	0.0	0.0	100.4	-1.1	2.6	-1.8

# Carrying on.
canonical_smiles	GLD-1 TGE inh	CIT2-GFP yeast	Bcl-xL primary	Fam108B counter	GRK2 inh	AGP1 TOR yeast	MEX-5 binding	MCL1 BIM primary	VLA-4 inh
O=c1cc(CO)[nH]cc1OCc1ccccc1	-0.3	98.8	-1.3	-4.7	1.0	105.2	-1.9	7.8	24.2
Cc1cc(C)n(-c2nc3ccccc3nc2Nc2ccc3[nH]c(=O)[nH]c3c2)n1	64.6*	93.2	78.8*	4.7	0.0	95.2	-3.4	54.1*	15.8
CCS(=O)(=O)c1ccc(Sc2nncn2C)c([N+](=O)[O-])c1	1.8	125.8	1.5	0.3	0.0	114.0	-0.3	-0.8	-4.4
O=C(NCc1ccc(F)cc1)C(=O)NCC1OCCN1C(=O)c1cccs1 (centres undefined)	0.8	87.2	1.5	-4.2	0.0	18.6	2.8	0.4	9.8
CCCNC(=O)c1cc(C)no1	4.4	98.3	4.8	-4.3	0.0	102.9	0.1	-2.8	-11.7
Cc1cc(NC(=O)CSc2nnc(-c3cccnc3)n2N)no1	4.9	95.3	8.3	4.2	3.0	98.2	-2.2	-4.7	14.0
CCOC(=O)C1CCCN(CCC(=O)Nc2c(C(=O)OC)[nH]c3cc(OC)ccc23)C1 (centres undefined)	-2.7	99.4	4.8	0.1	0.0	98.6	-1.6	-2.6	6.3
COc1cccc(/C=N/NC(=O)C(c2ccncc2)N2CCOCC2)c1 (centres undefined)	-3.7	88.8	4.2	1.4	0.0	94.7	2.0	0.4	1.8
CCOC(=O)C1CCN(C(=O)c2cccc(NS(=O)(=O)c3ccc(Br)cc3)c2)CC1	-1.3	?	5.8	nt	0.0	?	nt	3.4	-34.1
CNc1nc(Nc2ccc(C(C)=O)cc2)nc(OC(C(F)(F)F)C(F)(F)F)n1	0.7	102.2	7.8	-15.3	0.0	105.2	-0.7	3.6	5.8
NS(=O)(=O)c1cc(C(=O)OCC(=O)Nc2ccc(N3CCCCC3)cc2)ccc1Cl	-0.5	110.0	-1.4	2.7	0.0	118.3	2.2	-5.4	-6.2
